# NADH enzymes: inhibitors of PK/LDH coupling enzymes, profiling panel, artefact control, biochemical, MLSMR library | coupled PK/LDH NADH assays, four targets | IC50, µM (doses to about 10 µM), inactives show top-dose inhibition | actives 0.02% (n = 65,000);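 active means single-dose screening hits from any of four coupled enzyme assays that gave an IC50 when retested across doses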;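 further: the DPM-DC format reads NADH fluorescence rather than 340 nm absorbance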
# SF1 activator: activators of human SF-1, primary screen, cell-based, CHO-K1, Gal4-SF-1 LBD, luciferase luminescence; Steroidogenic factor 1 (Homo sapiens), Q13285; CHO-K1 Gal4-SF-1 LBD luciferase reporter; % increase over DMSO SF-1-specific signal; activation, % at 10 µM; actives 1.9% (n = 65,000);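 active means activation above the mean activation of all tested compounds plus 3 SD, cut at about 50% in these data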
# Target sequence (Q13285 whole entry, looked up, the tested form may be a part): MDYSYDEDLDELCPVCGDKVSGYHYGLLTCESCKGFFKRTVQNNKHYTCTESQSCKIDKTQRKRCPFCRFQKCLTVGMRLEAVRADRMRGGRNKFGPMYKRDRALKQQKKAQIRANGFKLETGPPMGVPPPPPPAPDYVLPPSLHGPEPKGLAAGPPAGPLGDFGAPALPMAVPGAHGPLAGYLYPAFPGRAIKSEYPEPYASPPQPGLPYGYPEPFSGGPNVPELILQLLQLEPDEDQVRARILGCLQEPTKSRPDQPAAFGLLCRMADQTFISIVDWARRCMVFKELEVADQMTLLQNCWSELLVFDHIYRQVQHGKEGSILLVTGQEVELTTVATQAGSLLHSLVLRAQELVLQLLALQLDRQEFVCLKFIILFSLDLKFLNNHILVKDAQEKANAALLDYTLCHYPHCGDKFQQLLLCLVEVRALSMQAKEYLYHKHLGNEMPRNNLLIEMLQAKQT
#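 Test system: transient Gal4-SF-1 LBD reporter, CHO-K1; Amount: 4,000 CHO-K1 cells per well; Doses: 10 µM only; Timing: compound exposure 20 h at 37 °C; Signal: luciferase light emission; Read-out basis: percent activation relative to DMSO median and mock-transfected background; Control set: DMSO negative control and −SF1 background wells; Replicates: one test per compound.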
# 5HT1E antag: 5-HT1E receptor antagonists, primary screen, cell-based, HTS; CHO 5-HT1E Ga15 NFAT-bla reporter, FRET, antagonist; inhibition, % at 6 µM; 5-hydroxytryptamine receptor 1E (Homo sapiens), P28566; actives 0.99% (n = 65,000);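 active means inhibition above a set limit, the mean inhibition across every tested compound plus 3 SD, cut at about 29% in these data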;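 further: signal is the 460 over 535 nm emission ratio of beta-lactamase substrate; 0% = agonist plus DMSO wells and 100% = wells without agonist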
# MMP-13 inhibitor: human MMP13 inhibitors, primary screen, biochemical, FRET peptide cleavage. Collagenase 3 (Homo sapiens), P45452. MMP-13 fTHP FRET cleavage, Mca fluorescence. inhibition, % at 4 µM. actives 0.07% (n = 65,000);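 active means inhibition above the mean of compound-free control plate wells plus 3 SD, cut at about 14% in these data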;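 further: 0% = DMSO wells and 100% = wells with reference MMP-13 inhibitor after basal subtraction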
# HTR1A agonist: human 5-HT1a receptor agonists, primary screen, cell-based, CHO, Ga15 NFAT-bla reporter; activation, % at 10 µM; AID 567, 2006; actives 0.56% (n = 65,000); CHO 5-HT1a Ga15 NFAT-bla reporter, FRET ratio; 0% basal, 100% maximal reference agonist;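 active means activation above the screen-wide mean activation plus 3 SD, cut at about 19% in these data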;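 further: 0% = DMSO wells and 100% = 5-CT at EC100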
# Target sequence (P08908 whole entry, looked up): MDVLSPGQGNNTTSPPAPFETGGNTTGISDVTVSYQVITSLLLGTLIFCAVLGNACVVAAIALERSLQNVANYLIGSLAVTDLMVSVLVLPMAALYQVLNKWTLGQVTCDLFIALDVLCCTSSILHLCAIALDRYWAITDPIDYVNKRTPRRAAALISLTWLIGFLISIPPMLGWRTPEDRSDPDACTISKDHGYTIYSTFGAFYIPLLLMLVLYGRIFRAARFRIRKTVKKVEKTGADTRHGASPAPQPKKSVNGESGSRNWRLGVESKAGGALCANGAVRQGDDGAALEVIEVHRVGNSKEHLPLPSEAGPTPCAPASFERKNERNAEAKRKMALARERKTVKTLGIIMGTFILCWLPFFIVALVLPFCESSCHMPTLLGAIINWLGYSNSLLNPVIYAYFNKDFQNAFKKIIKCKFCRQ
# RORA act: activators of orphan receptor RORA, primary screen, cell-based, luminescence; Nuclear receptor ROR-alpha (Homo sapiens), P35398; CHO-K1 Gal4-RORA LBD luciferase reporter; percent increase over mock-subtracted basal signal; activation, % at 10 µM; actives 1.5% (n = 65,000);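 active means activation above the mean of all tested compounds plus 3 SD, cut at about 49% in these data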;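 further: 0% = DMSO-treated RORA cells and 100% = added signal equal to DMSO minus mock-transfected cells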
# HTR1E agonist: 5-HT1E receptor agonists, primary screen, cell-based, HTS | 5-hydroxytryptamine receptor 1E (Homo sapiens), P28566 | actives 0.69% (n = 65,000) | activation, % at 6 µM | CHO 5-HT1E Ga15 NFAT-bla reporter, FRET; 0% DMSO wells, 100% control agonist wells;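 active means activation above a set limit, the screen-wide mean activation plus 3 SD, cut at about 8.5% in these data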;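 further: 100% = positive control agonist at 1 µM giving full maximal response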
# tolC growth inh: growth inhibitors of E. coli tolC mutant, primary screen, strain BW25113 ΔtolC::kan, 384-well. OD615. growth inhibition, % at 10 µM (by protocol). actives 2.2% (n = 65,000);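 active means growth inhibition at or above a cutoff equal to the mean over every tested compound plus 3 SD, cut at about 60% in these data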;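 further: growth measured after 20 h incubation at 37 °C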
#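 Signal: optical density read at 615 nm; Assay system: E. coli ΔtolC::kan strain BW25113; Times: 20 h incubation with compound, 37 °C; Dosing: 10 µM final, single dose.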
# 5HT1a antag: human 5-HT1a receptor antagonists, primary screen, cell-based, CHO, Ga15 NFAT-bla reporter | actives 0.68% (n = 62,000) | CHO 5-HT1a Ga15 NFAT-bla reporter, antagonist mode | inhibition, % at 10 µM;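 active means inhibition above the mean of all tested compounds plus 3 SD, cut at about 43% in these data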;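 further: receptor stimulated by 5-CT agonist at 100 nM near EC80; beta-lactamase reporter measured by ratiometric fluorescence of a cleavable substrate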
# * marks the source's active call; other numbers are inactive results; . = not tested or not shown; & = joins results of further samples; [ ] = remark or other dose.
SMILES,NADH enzymes,SF1 activator,5HT1E antag,MMP-13 inhibitor,HTR1A agonist,RORA act,HTR1E agonist,tolC growth inh,5HT1a antag
O=C(Nc1ccccc1)c1cc(N2CCOCC2)nc2ccccc12,11%,3,7,-20,-0.6,5,-0.1,7,.
COc1ccc(-n2c(=O)c3ccccc3n(CC(=O)NC3CCCCC3)c2=O)c(OC)c1,5%,-12,-6,2,-0.7,-13,0.1,-4,7
CC(NC(=O)C1CCCCC1)C(c1cccs1)N1CCOCC1 (centres undefined),0%,-8,6,8,0.1,-2,0.4,-3,4
CCOC(=O)C1CCN(Cc2nc(-c3ccc(OC)c(OC)c3)no2)CC1,5%,-5,-14,0,1.1,-4,-1.1,1,-1
Cn1c(C(=O)N2CCCC(C(=O)N3CCN(C(=O)c4ccco4)CC3)C2)cc2sccc21 (centres undefined),4%,18,-5,7,-1.4,-10,-0.2,-3,-6
COc1ccc(N2CC(O)=C(c3nc4ccccc4s3)C2=N)c(OC)c1,10%,0,8,-6,-2.6,3,-1.9,20,38
COc1cc(S(=O)(=O)N(Cc2ccco2)C2CCCC2)ccc1-n1cnnn1,1%,-5,2,0,-2.1,-19,-1.3,33,1
O=C(NCC1CCCO1)c1c(O)c2cccc3c2n(c1=O)CC3 (centres undefined),11%,4,-1,-21,-2.4,2,0.6,-6,-9
CCN(CC)CCNC(=O)CCCNC(=O)Cn1cnc2sc(C)c(C)c2c1=O,5%,8,8,3,-0.9,18,-0.3,-22,-11
O=C(NCCCCC(NC(=O)C1CCCCC1)C(=O)O)c1ccccc1 (centres undefined),3%,8,-3,4,-2.5,-1,-0.8,-12,0
CCOC(=O)CSc1cccc2cccnc12,4%[fluoresces],18,40*,-50,-5.0,-8,0.9,-9,9
CCOc1ccc(C(=O)Nc2ccc(N3CCN(C)CC3)cc2)cc1Br,2%,-16,7,3,-3.0,-1,7.4,-16,10
O=C(Nc1ccc2c(c1)OCO2)N1CCN(C(=O)C2CCCO2)CC1 (centres undefined),5%,9,-4,5,0.3,2,0.3,-16,-2
O=C(Cn1cc(C(F)(F)F)ccc1=O)N1CCN(S(=O)(=O)c2ccc(Cl)cc2)CC1,4%,-1,-2,-2,-2.5,4,-1.3,-8,-10
Cc1oc2cc3c(C(=O)N4CCCCC4)c(C)oc3cc2c1C(=O)N1CCCCC1,4%,-2,1,11,0.9,-19,0.9,11,2
Cc1cc2oc(=O)c3c(c2cc1OCc1nn[nH]n1)CCCC3,4%[fluoresces],3,-1,-23,0.5,-5,0.7,10,-5
CCC(C)(C)n1nnnc1C(c1ccc(OC)c(OC)c1)N1CCN(c2ccccc2)CC1 (centres undefined),4%,19,2,-8,-1.1,7,0.2,-2,30
CCSc1nnc(Cc2cc(=O)[nH]c(=O)[nH]2)n1-c1cc(C)ccc1C,9%,-2,2,-1,-1.5,-13,-0.2,-5,5
Nc1cccc(C(=O)Nc2ccccc2Cl)c1,1%,19,-10,-1,-2.5,4,-0.7,-14,-14
CCOC(=O)C1=C(Cn2ccc(C(F)(F)F)n2)NC(=O)NC1c1ccc2c(c1)OCO2 (centres undefined),4%,8,6,-3,11,-4,-0.8,25,1
COC(=O)c1cccc(Oc2nc3c(c(=O)n(C)c(=O)n3C)n2Cc2ccc(C)cc2)c1,6%,0,-1,7,-0.2,-6,0.0,57,7
Cc1ccc(NC(=O)C2CC(c3ccc(F)cc3)=NO2)cc1 (centres undefined),4%,-6,-4,-11,-0.9,-24,-0.5,0,-9
COc1ccc2cc(C(c3nnnn3C3CCCC3)N3CCc4ccccc4C3)c(=O)[nH]c2c1 (centres undefined),5%,-4,-1,-11,1.3,-6,0.7,15,-1
COc1ccc(OCC(=O)Nc2ccccc2OC(F)F)cc1,3%,-9,-40,0,-2.0,-23,-0.3,5,1
NC(=O)C1(N2CCCCC2)CCN(c2ccc3nnc(-c4ccccc4)n3n2)CC1,3%,-7,8,3,-0.8,-9,0.8,-3,-18
COC(C)(C)c1cc(C(C)(C)C)nc(N)n1,2%,-14,-6,3,0.8,-4,0.4,-21,-21
CCOC(=O)c1cnn(-c2nc(CC)nc3sc4c(c23)CCC4)c1N,10%,-3,2,-1,-1.8,-12,0.2,-6,-9
Cn1nc(-c2ccc(Cl)cc2)c2cc(C(=O)N3CCCC3)sc21,6%,20,15,-5,1.9,-19,1.7,12,-9
CCc1nnc(NC(=O)c2ccc(S(=O)(=O)N3CCN(Cc4ccccc4)CC3)cc2)s1,4%,6,1,7,1.1,1,-0.7,2,-4
Cc1c(C(=O)N2CC(C)OC(C)C2)sc2nc(-c3ccccc3)cn12 (centres undefined),5%,-6,8,3,-0.9,26,-0.8,3,4
CC1(CCc2ccccc2)NC(=O)N(Cc2nnc(-c3ccccc3Br)o2)C1=O (centres undefined),4%,6,5,-2,3.6,-8,-0.5,27,-21
Cc1ccc(CS(=O)(=O)CCC(=O)NCCCN2CCCC2)cc1,5%,0,-4,4,-4.7,1,0.1,-11,5
Cn1c(SCc2cccc(F)c2)nnc1-c1ccccn1,5%,29,-10,-1,-4.5,46,1.4,-7,-14
COc1ccc(-n2c(Cc3cccn3C)nnc2SCC(=O)Nc2cc(C)cc(C)c2)cc1,2%,-3,1,4,-0.7,-10,-0.5,6,20
Fc1ccc(-c2nnc(CN3CCN(c4ncc(C(F)(F)F)cc4Cl)CC3)o2)cc1,4%,4,-3,-3,1.2,6,0.1,40,-15
C=CCN1CCN(C(c2ccc(OC)c(OC)c2)c2nnnn2C(C)(C)C)CC1 (centres undefined),9%,-4,-2,0,0.3,-4,0.1,-18,1
CCn1c(SCC(=O)c2[nH]c(C)c(C(C)=O)c2C)nnc1-c1ccncc1,7%,0,-11,5,0.2,-21,-0.2,-10,-6
O=C(NCc1cccs1)c1cnc2sccn2c1=O,8%,-7,4,-8,11,2,0.3,-8,-1
O=c1c2ccccc2nnn1CSc1nnc(COc2ccc(Cl)cc2)n1Cc1ccco1,8%,56*,0,3,-0.9,-11,0.1,8,-2
Cc1ccc(NC(=O)CSc2n[nH]c(-c3ccncc3)n2)cc1C,1%&2%,16,0,8,1.1,0,-0.7,14&7,1
CCSc1nnc(NC(=O)c2cccc(OCc3c(C)noc3C)c2)s1,7%,-3,-3,-4,-1.3,-2,-1.0,62*,-2
COc1ccc(C(c2nnnn2C(C)(C)C)N2CCN(c3nc4ccccc4s3)CC2)cc1OC (centres undefined),6%,15,0,6,0.4,-2,-1.6,30,18
COc1ccc(N2CCN(c3ccc(NC(=O)c4ccc5c(c4)OCO5)cc3C#N)CC2)cc1,7%,17,-11,2,-3.6,10,0.1,-9,-2
COC(=O)c1cc(Br)c(=O)n(Cc2ccc(C(=O)O)cc2)c1,4%,-17,1,2,-1.6,-2,-0.3,-9,4
Clc1ccc2nc(CSc3nc4ccccc4o3)cn2c1,1%,50*,23,-16,5.2,13,0.0,15,.
COc1ccc(-c2[nH]ncc2-c2ccc(Cl)cc2)c(O)c1,8%,4,26,-3,-0.7,6,0.5,98*,16
CC1=C(C(=O)N(C)C)C(c2ccc(Cl)c(Cl)c2)NC(=O)N1 (centres undefined),4%,-2,-2,1,1.5,-1,-0.1,-7,-5
O=C(Nc1ccc(NC(=O)C2CC2)nc1)c1cccs1,0%,52*,7,2,-2.9,18,-0.5,-1,12
CC(=O)C1=C(C)NC(SCSc2ccccc2)=C(C#N)C1c1cccnc1 (centres undefined),5%,-34,9,-16,2.7,7,-0.2,26,-4
Nc1nc(Nc2ccccc2)nc2ccccc12,11%,30,2,-6,-0.7,-11,-0.1,35,14
Cn1c(=O)n(Cc2ccc(F)cc2)c(=O)c2c1nc1n2CCCN1C1CCCCC1,5%,-8,-1,1,0.2,-10,1.4,5,-6
CCCOC(=O)c1ccc(NC(=O)CCC(=O)OCC)cc1,5%,-7,3,-1,-1.7,14,-0.3,11,-10
O=c1cc[nH]c2cccc(Cc3ccccc3)c12,9%,2,-13,-4,-2.6,4,1.5,14,2
CSc1n[nH]c(NCc2cccs2)n1,7%,6,6,1,-2.4,7,-0.1,-12,1
COCC(=O)Nc1nc(-c2ccccc2)ns1,11%,12,-9,1,-1.6,3,-0.7,0,-13
CCCCOc1ccc(C)cc1CN(CCO)CCO,6%,0,-5,1,2.0,-15,0.0,7,.

# Quoted from above (ten entries):
SMILES,NADH enzymes,SF1 activator,5HT1E antag,MMP-13 inhibitor,HTR1A agonist,RORA act,HTR1E agonist,tolC growth inh,5HT1a antag
CC1=C(C(=O)N(C)C)C(c2ccc(Cl)c(Cl)c2)NC(=O)N1 (centres undefined),4%,-2,-2,1,1.5,-1,-0.1,-7,-5
O=C(Nc1ccc(NC(=O)C2CC2)nc1)c1cccs1,0%,52*,7,2,-2.9,18,-0.5,-1,12
CC(=O)C1=C(C)NC(SCSc2ccccc2)=C(C#N)C1c1cccnc1 (centres undefined),5%,-34,9,-16,2.7,7,-0.2,26,-4
Nc1nc(Nc2ccccc2)nc2ccccc12,11%,30,2,-6,-0.7,-11,-0.1,35,14
Cn1c(=O)n(Cc2ccc(F)cc2)c(=O)c2c1nc1n2CCCN1C1CCCCC1,5%,-8,-1,1,0.2,-10,1.4,5,-6
CCCOC(=O)c1ccc(NC(=O)CCC(=O)OCC)cc1,5%,-7,3,-1,-1.7,14,-0.3,11,-10
O=c1cc[nH]c2cccc(Cc3ccccc3)c12,9%,2,-13,-4,-2.6,4,1.5,14,2
CSc1n[nH]c(NCc2cccs2)n1,7%,6,6,1,-2.4,7,-0.1,-12,1
COCC(=O)Nc1nc(-c2ccccc2)ns1,11%,12,-9,1,-1.6,3,-0.7,0,-13
CCCCOc1ccc(C)cc1CN(CCO)CCO,6%,0,-5,1,2.0,-15,0.0,7,.
